M4 ag = agonists of human muscarinic M4 receptor (CHRM4); P08173; CHO-K1 hM4/Gqi5, Fluo-8 calcium fluorescence; vehicle 0%, full acetylcholine response 100%; activation, % at 3 µM; 360,000 compounds, 0.14% hits; AID 624127;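 active = activation above the run mean over all test wells plus 3 SD, cut at about 32% in these data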;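 also: peak over basal fluorescence ratio per well then scaled between controls; 0% = DMSO wells and 100% = acetylcholine at EC100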
CRFBP-R2 agonist = CRF-BP/CRF-R2 complex agonism | AID 588473 | HEK293 CRF-R2/CRF-BP, calcium dye fluorescence (FLIPR); percent of saturating CRF peptide response | 350,000 compounds, 0.46% hits | activation, % at 13.2 µM;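 active = activation of at least 50%, plus an integration ratio under a set limit after plate pattern correction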;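 also: plate controls were neutral control wells without compound for no effect and CRF at EC100 for full effect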
M4 antag = CHRM4 antagonism in calcium assay. CHO-hM4 cells, ACh EC80, Fluo-8 calcium fluorescence. inhibition, % at 3 µM. P08173. 360,000 compounds, 0.73% hits;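 active = inhibition above its plate's cutoff, the mean inhibition of sample wells plus 3 SD, cut at about 27% in these data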;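 also: 0% = acetylcholine EC80 with DMSO and 100% = DMSO without agonist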
CHRM5 PAM = positive allosteric modulators of human muscarinic M5 receptor; activation, % at 3 µM; CHO-K1 hM5, Fluo-8 calcium, ACh EC20 PAM; 0% = ACh EC20, 100% = ACh EC100; AID 624038; 360,000 compounds, 0.3% hits; P08912;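 active = activation above the run cutoff, the mean activation of all test compounds plus 3 SD, cut at about 18% in these data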
Target sequence (P08912 whole entry, looked up): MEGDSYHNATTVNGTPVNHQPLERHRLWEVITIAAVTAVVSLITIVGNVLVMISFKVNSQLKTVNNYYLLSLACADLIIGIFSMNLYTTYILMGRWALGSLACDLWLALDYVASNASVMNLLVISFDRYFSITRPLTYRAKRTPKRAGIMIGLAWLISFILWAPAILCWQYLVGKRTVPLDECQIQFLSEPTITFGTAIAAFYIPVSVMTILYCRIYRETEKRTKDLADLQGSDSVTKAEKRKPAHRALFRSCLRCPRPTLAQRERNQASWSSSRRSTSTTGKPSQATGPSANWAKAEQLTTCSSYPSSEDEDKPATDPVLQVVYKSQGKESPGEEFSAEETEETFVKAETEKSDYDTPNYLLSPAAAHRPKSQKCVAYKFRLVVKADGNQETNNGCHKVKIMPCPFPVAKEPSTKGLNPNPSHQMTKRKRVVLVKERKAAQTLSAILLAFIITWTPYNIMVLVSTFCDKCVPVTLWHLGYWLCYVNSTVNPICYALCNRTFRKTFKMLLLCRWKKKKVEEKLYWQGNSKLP
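Assay system: CHO-K1 hM5 cells. Also added: acetylcholine at EC20 concentration, added after compound. Dosing: 3 µM, single dose. Times: compound preincubation 140 s before EC20 acetylcholine addition. Signal: Fluo-8 calcium fluorescence. Measure: % activation relative to EC20 and EC100 ACh responses. Repeats: singlicate, one well per test compound.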
CHRM4 PAM = CHRM4 positive allosteric modulation. P08173. CHO-K1 hM4/Gqi5, Fluo-8 calcium fluorescence, ACh EC20; 0% = ACh EC20, 100% = maximal ACh. activation, % at 3 µM. 360,000 compounds, 0.4% hits;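 active = activation above its plate's cutoff, the mean activation of sample wells plus 3 SD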; also: some results filed as inactive read as strong as hits
CHRM5 agonist = agonists of human muscarinic M5 receptor (CHRM5); activation, % at 3 µM; AID 624037; P08912; CHO-K1 hM5 cells, Fluo-8 calcium fluorescence; 0% DMSO wells, 100% maximal acetylcholine response; 360,000 compounds, 0.19% hits;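 active = activation above the run's mean over test compounds plus 3 SD, cut at about 23% in these data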;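 also: signal is peak over basal fluorescence ratio across the kinetic read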
CHRM5 antagonist = antagonists of human muscarinic M5 receptor (CHRM5); P08912; CHO-hM5 cells, Fluo-8 calcium fluorescence, ACh EC80; inhibition, % at 3 µM; 360,000 compounds, 0.59% hits; AID 624040;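 active = inhibition above a per-plate cutoff, the mean of that plate's test compounds plus 3 SD, cut at about 27% in these data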;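 also: 0% = acetylcholine EC80 with DMSO and 100% = DMSO without agonist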
CHRM1 PAM = positive allosteric modulators of human M1 muscarinic receptor; P11229; CHO-K1 hM1, Fluo-8 calcium fluorescence, ACh EC20; 0% = ACh EC20, 100% = maximal ACh; activation, % at 3 µM; 360,000 compounds, 0.088% hits; in the data active = activation above about 19%, passing the limit was not always enough
Target sequence (P11229 whole entry, looked up): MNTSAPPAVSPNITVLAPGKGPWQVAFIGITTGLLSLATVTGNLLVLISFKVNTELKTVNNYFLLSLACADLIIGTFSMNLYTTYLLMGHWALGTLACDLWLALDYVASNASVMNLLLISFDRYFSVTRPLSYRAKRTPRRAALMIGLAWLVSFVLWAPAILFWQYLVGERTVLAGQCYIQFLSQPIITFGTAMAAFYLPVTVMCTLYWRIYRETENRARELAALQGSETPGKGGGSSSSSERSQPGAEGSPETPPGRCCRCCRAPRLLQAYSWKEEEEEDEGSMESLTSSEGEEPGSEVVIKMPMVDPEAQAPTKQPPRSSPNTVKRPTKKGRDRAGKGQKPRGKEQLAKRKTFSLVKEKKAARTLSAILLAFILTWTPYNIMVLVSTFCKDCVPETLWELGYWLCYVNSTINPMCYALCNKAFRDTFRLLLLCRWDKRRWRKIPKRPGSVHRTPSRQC
CRFR2-BP antag = antagonists of CRF-binding protein/CRF-R2 receptor complex | 350,000 compounds, 0.59% hits | AID 588475 | HEK293 CRF-R2/CRF-BP, CRF-induced calcium fluorescence | inhibition, % at 11.8 µM;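 active = inhibition of the ligand-induced calcium signal above about 50% at the single tested concentration, limit read from the data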
An asterisk follows results filed as active; nt = no result given.

SMILES	CRFR2-BP antag	CHRM4 PAM	CHRM5 antagonist	CRFBP-R2 agonist	CHRM5 PAM	M4 ag	CHRM5 agonist	M4 antag	CHRM1 PAM
CC(=O)c1cccc(NC(=O)CCN2C(=O)C3CC=CCC3C2=O)c1 (stereo not drawn)	0	6	3	0.8	-3	0	-1	-20	4
COc1ccccc1-n1c(SCC(=O)N2CCc3ccccc32)nc2c(c1=O)SCC2	20	-6	7	0.3	-1	4	-1	10	-9
C[C@@H]1CN([C@@H](C)CO)C(=O)CCCn2cc(nn2)CO[C@H]1CN(C)S(=O)(=O)c1ccc2ccccc2c1	25	-4	-1	-2.1	6	0	1	-4	-7
O=C(Nc1ccc(Cl)cc1)C1CCN(C(=O)NC2CCCCC2)CC1	-7	1	-4	-3.0	6	0	-3	7	4
Cc1cc(C)c(N2C(=O)C3C4CC(=O)C(c5ccccc54)C3C2=O)c(C)c1 (stereo not drawn)	-10	6	-1	-2.3	9	0	-1	2	9
C#CCOc1ccc(C2C3=C(CC(C)(C)CC3=O)N(CC(=O)O)C3=C2C(=O)CC(C)(C)C3)cc1OC	0	0	-3	-2.2	10	0	5	11	19
O=C1NC(c2cccc([N+](=O)[O-])c2)Oc2ccccc21 (stereo not drawn)	5	7	-5	-0.5	4	2	3	-14	-7
COc1ccc(S(=O)(=O)NC2CCCCC2)cc1C(=O)N1CCCCC1	-36	10	6	8.8	0	4	3	-3	12
CC12COC3(C(=O)Nc4ccc([N+](=O)[O-])cc4)CC1CCC32C (stereo not drawn)	-36	-5	7	1.1	-5	-2	-4	-4	1
COCCNC(=O)c1cc(C(=O)CC(C)C)c[nH]1	4	1	8	-0.6	0	0	-1	3	8
Cn1c(=O)c2cc(NC(=O)NCc3ccc(F)cc3)ccc2n1Cc1cccc(C(F)(F)F)c1	nt	-2	1	nt	-1	6	-1	-1	1
Cn1ncc2nnn(-c3ccccc3)c(=O)c21	1	-5	-5	-1.2	-1	0	0	3	-2
O=C(Nc1ccnn1C1CCN(C2CCC2)CC1)c1cccc(F)c1	8	-7	15	-2.0	-3	0	-5	9	-7
COc1cccc(-c2nc3ccc([N+](=O)[O-])cc3o2)c1	11	16	-4	0.4	3	0	2	-17	5
Cc1ccc(C(CNC(=O)Nc2ccccc2)N2CCN(C)CC2)cc1 (stereo not drawn)	-12	-8	-1	3.8	3	0	-5	-8	-4
CC1(C)CC(NC(=O)CC(c2ccccc2)c2ccccc2)CC(C)(C)N1	-30	2	-3	2.9	-8	0	-7	3	-4
CCOC(=O)/C(C#N)=C/Nc1cc(F)ccc1C	-27	-2	-7	-2.6	9	0	-3	-2	0
COc1ccc(CCN2C(=O)CS/C2=N\NC(=O)c2ccc(C(C)(C)C)cc2)cc1OC	22	1	4	-3.9	-4	7	-1	-4	3
O=C(CN1C(=O)c2ccccc2S1(=O)=O)NC1CC2CCC1C2 (stereo not drawn)	-4	8	0	-1.4	0	1	2	-5	13
COC(=O)[C@H]1[C@@H](C)N(Cc2ccccc2)C(=O)N[C@H]1c1cccc(C(F)(F)F)c1	-6	12	-4	-0.7	19*	4	5	-11	9
CC1(c2ccc3c(c2)OCO3)NC(=O)N(CC(=O)Nc2ccccc2[N+](=O)[O-])C1=O (stereo not drawn)	-24	-4	5	2.1	-1	3	9	3	3
Cc1ccc(CN(C(=O)c2ccc([N+](=O)[O-])cc2)C2CCS(=O)(=O)C2)o1 (stereo not drawn)	-6	-2	15	1.7	-5	1	-6	4	3
O=C(O)C1CCCN1C(=O)NC1CCCCC1 (stereo not drawn)	5	3	0	2.4	2	1	1	-12	0
C=CCn1c(=N)n(CC(=O)c2ccc(OC)cc2)c2ccccc21	-14	-5	6	5.0	4	1	-3	-4	10
O=c1cc(-c2ccccc2)nc(N2CCN(Cc3ccc4c(c3)OCO4)CC2)[nH]1	0	4	-1	1.7	0	1	-1	6	6
O=C(O)CCn1c(SCCOc2ccccc2F)nc2ccccc21	15	0	4	-0.6	-2	1	-1	-6	11
Brc1ccc2nc(-c3c[nH]c4ccccc34)cn2c1	-14	6	3	2.0	3	0	0	-5	-1
Cc1ccc(C)c(N(C(=O)c2snc(C(N)=O)c2N)C(C(=O)NCC2CCCO2)c2cccs2)c1 (stereo not drawn)	-28	-1	11	-0.2	-1	0	-3	1	-3
CCCSc1nc(C)cc(=O)[nH]1	5	4	5	-1.6	3	0	-5	-5	8
CCOC(=O)N1CCN(C(=O)C2CCN(C(=O)Nc3ccccc3)CC2)CC1	10	3	9	-2.2	-4	1	-2	-16	5
CCCNC(=O)CC1C(=O)N(Cc2ccccc2)C(C)c2nc3ccccc3n21 (stereo not drawn)	-13	9	-3	0.7	0	1	-8	-5	6
Cc1cc(OCC(=O)Nc2sc3c(c2C#N)CC(C)(C)NC3(C)C)c(C(C)C)cc1Cl	-6	3	2	1.2	-1	5	-3	3	7
COc1ccc(CNC(=O)CCC(=O)c2ccccc2)cc1	-3	-1	6	0.1	1	0	2	3	6
Cc1c(C)c2ccc(OCC(=O)c3ccccc3)cc2oc1=O	-9	-1	11	-0.2	-2	1	-3	3	17
COc1ccc(NC(=O)CN2C(=O)C(=O)N(C3CCCC3)C2=O)c(OC)c1	2	12	16	-0.5	-11	1	-2	-16	-2
CCCCC(CC)C(=O)N1CCN(C(=O)c2ccco2)CC1 (stereo not drawn)	1	-5	3	-1.8	1	0	-1	7	0
S=c1[nH]nc(-c2ccc3ccccc3n2)n1-c1cc(Cl)cc(Cl)c1	-26	-2	5	1.2	0	0	-2	-3	1
O=C(NN1CCOCC1)c1cc(-c2ccncc2)nc2ccccc12	2	-1	3	-0.2	6	2	-1	-1	11
O=c1[nH]c(N2CCCCCC2)nc2ncn(Cc3ccccc3)c12	-6	6	-4	-2.8	9	1	0	3	9
CC(C)(CNCc1ccccc1)NS(=O)(=O)c1ccccc1	-7	1	3	-0.1	0	0	-4	-3	5
Cc1cc(C(=O)N/N=C/c2cc(Cl)cc([N+](=O)[O-])c2O)c2ccccc2n1	36	1	5	-12	-1	0	-4	1	4
O=C(NCCc1ccccn1)c1cc(-c2ccc(Cl)cc2)nc2ccccc12	2	-5	14	-2.8	-14	8	-4	-7	-9
O=C(Nc1ccnn1C1CCN(CCCc2ccccc2)CC1)c1ccccc1Cl	-27	-5	11	5.8	-9	2	-5	10	-1
Cc1ccc(S(=O)(=O)NCCC(=O)OCC(=O)N(Cc2ccccc2)C(C)(C)C)cc1	19	-3	0	1.5	-4	2	-1	-11	-1
Cc1ccccc1NC(=S)N1CCOCC1	1	7	6	1.3	1	1	-1	0	9
CCOc1ccc(S(=O)(=O)NCCC(=O)N2CCN(C(C)=O)CC2)cc1	40	7	-9	0.3	-1	0	0	-19	9
O=C(Nc1nc2ccc(F)cc2s1)c1ccc([N+](=O)[O-])o1	22	11	11	4.7	-3	1	1	-10	10
CCNC(=O)CSc1ncnc2sccc12	0	1	-2	1.7	-3	1	-2	-1	3
CCOc1ccccc1CNS(=O)(=O)c1ccc2c(c1)C(C)(C)C(=O)N2C	2	-3	9	-0.7	-9	5	-3	6	2
Cc1nc(N)sc1C(=O)NN	-5	1	6	1.3	8	0	3	7	7
COc1cccc(NC(=O)C2CCCN2C(=O)NC2CCCCC2)c1 (stereo not drawn)	-5	-1	6	-0.3	0	1	-1	-2	2
COc1cccc(C(NC(C)=O)c2nc(-c3ccccc3C)cs2)c1 (stereo not drawn)	nt	-2	2	nt	-3	2	-1	-6	3
CCN(CC(=O)NCc1cccs1)C(=O)c1cc(Br)ccc1O	4	4	15	-0.3	-4	1	-1	1	6
Brc1c(CSc2nncn2-c2ccccc2)nc2ncccn12	-11	-1	9	2.1	-13	0	-1	4	8
CC(C)Cc1cc(CNC(=O)C2CCC(=O)N(CCc3cccc(F)c3)C2)on1 (stereo not drawn)	18	0	5	-2.3	-5	1	-3	7	2
COc1ccccc1CCNC(=O)c1ccc(C)o1	11	2	3	-3.4	-5	0	-1	-3	1

Reprinted from the part before: 3 compounds, then new ones.
SMILES	CRFR2-BP antag	CHRM4 PAM	CHRM5 antagonist	CRFBP-R2 agonist	CHRM5 PAM	M4 ag	CHRM5 agonist	M4 antag	CHRM1 PAM
Brc1c(CSc2nncn2-c2ccccc2)nc2ncccn12	-11	-1	9	2.1	-13	0	-1	4	8
CC(C)Cc1cc(CNC(=O)C2CCC(=O)N(CCc3cccc(F)c3)C2)on1 (stereo not drawn)	18	0	5	-2.3	-5	1	-3	7	2
COc1ccccc1CCNC(=O)c1ccc(C)o1	11	2	3	-3.4	-5	0	-1	-3	1
Cc1coc2c1C(=O)C(=O)c1c-2ccc2c(C)cccc12	0	1	-8	0.6	10	2	8	-1	8
Cc1ccc(NC(=O)N2CCOCC2)cc1NC(=O)N1CCOCC1	-17	0	1	-1.0	0	0	0	-7	7
O=C(CC1CCCCC1)NCc1ccccn1	-4	3	7	1.3	-2	0	2	0	13
CCCCNC(=O)C(NC(=O)c1cccs1)C(=O)c1ccccc1 (stereo not drawn)	nt	5	-4	nt	10	1	3	1	nt
CCCCCCN1C(=O)C(O)=C(C(C)=O)C1c1ccc(Cl)cc1 (stereo not drawn)	-4	10	-1	3.2	1	1	2	-3	10
Cc1nc2ccccn2c1C(=O)/C=C/c1ccc(F)cc1	13	13	-10	-0.8	-2	5	1	-11	-6
O=C(c1ccccc1)N1CCCCC(Sc2nnnn2-c2ccccc2)C1=O (stereo not drawn)	-15	-3	-2	1.4	0	-1	0	2	3
CC(=O)Nc1cc(-n2cnnn2)ccc1C	-5	8	6	1.3	1	1	-3	-6	6
S=C(NCc1cccs1)NCC1CCCO1 (stereo not drawn)	2	5	3	0.9	0	0	-6	-16	-3
O=S(=O)(c1ccc2oc(=S)[nH]c2c1)N1CCCCC1	2	2	5	0.6	0	0	2	6	9
O=C(/C=C/c1ccc([N+](=O)[O-])cc1)NC1CC2CCC1C2 (stereo not drawn)	-5	-7	-5	0.8	-14	2	1	-5	5
O=C(NC1CC1)C1=C[C@H](c2coc3ccccc3c2=O)C[C@H](OCCCCO)O1	-4	1	-8	1.4	9	0	5	6	1
Cc1cc(C)cc(N(CC(=O)NC2CC3CCC2C3)S(C)(=O)=O)c1 (stereo not drawn)	-1	-4	3	-0.7	-2	1	1	5	10
CC(=O)Nc1cc(-c2ccc(N(C)C)cc2)cn2c(-c3ccc(F)cc3)cnc12	nt	5	10	nt	-2	4	7	0	3
O=C(NNC(=O)C1[C@H]2CCCC[C@@H]12)NC1CCCCC1 (stereo partly drawn)	-7	1	2	1.9	-5	2	-2	-4	-7
Cn1nc(C(=O)N2CCOCC2)c([N+](=O)[O-])c1C(=O)N1CCOCC1	-8	-5	-3	1.1	-3	0	1	2	0
Cc1[nH]c(=S)[nH]c(=O)c1CCOc1ccccc1	-1	4	6	0.2	-5	1	-1	-2	6

Screening data from PubChem BioAssay.
